# TRAIL sens C8: caspase-8 TRAIL sensitization. NB7+C8 cells + TRAIL, ATPlite viability luminescence. inhibition (viability loss, TRAIL sensitization), % at 10 µM. 360,000 tested, 1% active;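 active means compounds causing at least 50% loss of cell viability in the single-dose screen, relative to plate controls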
# EBV LMP1 NFkB: inhibitors of Epstein-Barr LMP1-induced NF-kappaB reporter. LMP1-induced NF-kappaB luciferase reporter cells, luminescence. inhibition, % at 12.5 µM. 350,000 tested, 0.69% active. AID 504558; in the data active means inhibition above about 41%;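 further: 0% = neutral control wells and 100% = reference inhibitor control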
# TROY signal inh: blocks TROY-dependent signaling in reporter cells; Q293 LMP1-TROYcd NF-kB luciferase reporter, 4 h; inhibition, % at 10 µM; 360,000 tested, 0.98% active; AID 1347056;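 active means compounds whose plate-normalised and pattern-corrected inhibition of the luciferase reporter signal at the single screening dose is 50% or more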
# SRC3 inh: inhibitors of human steroid receptor coactivator 3 (SRC3) | Q9Y6Q9 | HEK293 GAL4-SRC3 luciferase reporter, luminescence | inhibition, % at 3.6 µM | 360,000 tested, 0.17% active | AID 588352;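 active means inhibition above a per-campaign cutoff, the mean of all compounds plus 3 SD, cut at about 60% in these data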;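 further: 0% = DMSO-treated cells and 100% = gossypol-treated cells at 36 µM; higher means less SRC3-driven luciferase light from the GAL4 reporter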
# Target sequence (Q9Y6Q9 whole entry, looked up, the tested form may be a part): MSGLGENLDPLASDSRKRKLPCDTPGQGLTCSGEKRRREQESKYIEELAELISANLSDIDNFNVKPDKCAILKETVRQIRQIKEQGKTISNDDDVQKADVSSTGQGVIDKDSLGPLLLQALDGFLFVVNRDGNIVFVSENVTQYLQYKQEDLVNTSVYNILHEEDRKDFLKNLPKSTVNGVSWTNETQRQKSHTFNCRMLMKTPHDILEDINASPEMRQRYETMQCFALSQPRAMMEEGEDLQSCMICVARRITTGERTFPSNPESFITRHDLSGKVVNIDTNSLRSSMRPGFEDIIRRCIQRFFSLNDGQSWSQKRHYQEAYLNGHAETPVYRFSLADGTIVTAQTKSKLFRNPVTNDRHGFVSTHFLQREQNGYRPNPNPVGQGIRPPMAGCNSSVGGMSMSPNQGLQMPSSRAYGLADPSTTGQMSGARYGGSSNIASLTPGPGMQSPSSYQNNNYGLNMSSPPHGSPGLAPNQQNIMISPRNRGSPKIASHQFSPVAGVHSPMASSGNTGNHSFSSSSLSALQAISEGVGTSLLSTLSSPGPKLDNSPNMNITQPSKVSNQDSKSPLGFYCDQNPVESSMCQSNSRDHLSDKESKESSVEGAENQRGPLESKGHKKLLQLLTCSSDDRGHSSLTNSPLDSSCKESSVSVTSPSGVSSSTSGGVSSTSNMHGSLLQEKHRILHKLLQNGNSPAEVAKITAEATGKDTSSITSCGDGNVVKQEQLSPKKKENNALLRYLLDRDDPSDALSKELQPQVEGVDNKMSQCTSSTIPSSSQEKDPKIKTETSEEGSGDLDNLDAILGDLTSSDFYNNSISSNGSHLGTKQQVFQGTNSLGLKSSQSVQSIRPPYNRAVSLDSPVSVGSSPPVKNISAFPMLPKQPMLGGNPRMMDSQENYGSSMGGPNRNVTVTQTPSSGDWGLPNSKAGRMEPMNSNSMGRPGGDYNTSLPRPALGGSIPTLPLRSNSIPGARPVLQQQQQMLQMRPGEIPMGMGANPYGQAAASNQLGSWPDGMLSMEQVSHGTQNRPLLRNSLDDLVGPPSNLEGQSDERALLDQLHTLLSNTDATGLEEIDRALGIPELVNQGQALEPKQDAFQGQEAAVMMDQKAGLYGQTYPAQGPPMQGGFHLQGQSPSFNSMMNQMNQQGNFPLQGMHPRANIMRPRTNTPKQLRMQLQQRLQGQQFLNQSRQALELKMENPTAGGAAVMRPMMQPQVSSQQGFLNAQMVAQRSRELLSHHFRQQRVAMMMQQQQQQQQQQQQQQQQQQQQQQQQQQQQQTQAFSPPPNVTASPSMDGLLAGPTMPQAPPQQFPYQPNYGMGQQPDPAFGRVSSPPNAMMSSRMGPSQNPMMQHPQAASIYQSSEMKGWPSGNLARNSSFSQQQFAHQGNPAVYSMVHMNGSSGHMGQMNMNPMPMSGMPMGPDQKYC
# SRC2 inh: inhibits human steroid receptor coactivator 2 | Q15596 | HEK293 GAL4-SRC2 luciferase reporter, luminescence | inhibition, % at 9 µM | 370,000 tested, 0.17% active | AID 651957;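 active means inhibition above the mean inhibition of all tested compounds plus 3 SD, set per campaign, cut at about 52% in these data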;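 further: 0% = DMSO treated cells and 100% = cells given Gossypol at 36 µM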
# NOD2-RIPK2 inh: blocks binding of human NOD2 to RIPK2; O43353; CHO BLA complementation NOD2-RIPK2, CCF4 ratio; inhibition, % at 4.98 µM; 360,000 tested, 0.38% active; AID 624267; in the data active means inhibition above about 21%;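 further: 0% = vehicle only and 100% = reference blocker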
# TLR9-MyD88 inh: TLR9-MyD88 interaction inhibition | CHO BLA complementation TLR9-MyD88, CCF4 FRET ratio | inhibition, % at 4.98 µM | AID 504734 | Q9NR96+Q99836 | 340,000 tested, 0.21% active;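 active means inhibition above the mean over all tested compounds plus 3 SD, cut at about 21% in these data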;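 further: 0% = DMSO only wells and 100% = clavulanate BLA inhibitor control wells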
# COUP-TFII inh: blocks human COUP-TFII nuclear receptor; P24468; 370,000 tested, 0.7% active; inhibition, % at 8.6 µM; HEK293T NGFI-A luciferase reporter, luminescence;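 active means inhibition above a per-plate cutoff, mean inhibition of test wells between control levels plus 3 SD, cut at about 38% in these data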;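 further: cells cotransfected with COUP-TFII expression vector driving the NGFI-A reporter; 0% = median of COUP-TF2 test wells and 100% = reporter-only cells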
# TWEAK-Fn14 inh: TWEAK-Fn14 signaling inhibition. TWEAK-stimulated Fn14 reporter cells, luciferase luminescence, 8 h. inhibition, % at 10 µM. 360,000 tested, 2% active. AID 1159606; in the data active means inhibition above about 50%
# NR5A2 inv ag: suppresses constitutive activity of human LRH-1 | O00482 | 360,000 tested, 0.13% active | HEK293T StAR-luciferase reporter, LRH-1 transfected, 24 h | inhibition, % at 3.6 µM | AID 602396;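 active means inhibition above the mean inhibition of all tested compounds plus 3 SD, cut at about 73% in these data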;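 further: 0% = DMSO wells and 100% = reporter-only cells lacking LRH-1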
# SRC1 inh: inhibitors of human steroid receptor coactivator 1 (SRC1); Q15788; HEK293 GAL4-SRC1 luciferase reporter, luminescence; inhibition, % at 3.6 µM; 360,000 tested, 0.12% active;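 active means inhibition above the campaign mean plus 3 SD, with each screening campaign given its own cutoff, cut at about 60% in these data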;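 further: 0% = DMSO treated cells and 100% = gossypol at 36 µM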
# Numbers without * were called inactive; . = no result given.
SMILES,TRAIL sens C8,EBV LMP1 NFkB,TROY signal inh,SRC3 inh,SRC2 inh,NOD2-RIPK2 inh,TLR9-MyD88 inh,COUP-TFII inh,TWEAK-Fn14 inh,NR5A2 inv ag,SRC1 inh
NC(=O)N/N=C/c1ccc(-c2ccc([N+](=O)[O-])cc2)o1,-1,-13,-42,-14,-43,9,-1,-29,-30,6,-7
CC(=O)Nc1cccc(C(=O)OCC(=O)Nc2ccc(Cl)cn2)c1,-1,-4,-26,10,-16,-6,-1,7,1,-29,-29
CCc1ccc2c(c1)cc(CN(Cc1ccco1)C(C)=O)c1nnnn12,19,-10,6,14,-7,-16,0,19,-11,10,9
CCOC(=O)N1CCN(C(=O)C(=O)Nc2sc3c(c2C#N)CC(C)(C)OC3)CC1,9,-2,-21,-5,0,-8,-3,1,1,2,11
CN(C)CCNC(=O)c1ccc(Sc2ccc(Br)cc2)c([N+](=O)[O-])c1,5,-11,-19,9,-9,-4,-9,20,-20,13,-15
Cc1[nH]c2ccc(C(=O)Nc3ccncc3)cc2c1C,-8,10,-10,-1,-47,-4,11,7,-37,-12,-11
COc1ccc(-c2noc(CCCC(=O)Nc3cccnc3)n2)cc1OC,7,-2,5,19,-17,-8,-4,-6,-12,-2,4
O=C(Nc1ccc(F)cc1)C1(S(=O)(=O)c2ccc(Cl)cc2)CC1,-9,-1,-6,0,-4,-8,-17,-11,6,-19,1
COc1ccc(C)cc1NC(=O)C(Sc1nnc2ccccn12)c1ccccc1 (stereo not drawn),4,-3,-5,17,-23,2,-5,2,-6,19,4
Cc1cccc(NC(=O)CCS(=O)(=O)c2ccc3nc(C)sc3c2)c1,6,.,-14,1,1,-3,.,-18,9,-10,2
O=C(NN=C1CCCCCC1)c1cn(-c2ccccc2)nc1-c1ccccc1,-8,5,11,23,15,-1,-3,3,10,-8,13
N#Cc1c(N2C(=O)Nc3ccccc3N2O)sc2c1CCCCCC2,20,0,-46,10,-1,0,-3,-2,13,7,-6
Cc1ccc(C(=O)O)cc1-c1ccc(/C=C2/NC(=O)N(c3ccccc3)C2=O)o1,10,-2,30,15,-15,4,6,-2,41,-4,1
Cc1ccsc1C(=O)N(c1nc2ccccc2s1)c1c(C)cccc1C,-24,7,-10,12,18,-3,6,2,7,-1,-23
O=c1c2ccccc2c(C=NCc2ccccn2)c(O)n1-c1ccccc1Cl,-6,2,-9,15,19,8,5,21,-6,-2,24

# The final two entries of the part before open the next one:
SMILES,TRAIL sens C8,EBV LMP1 NFkB,TROY signal inh,SRC3 inh,SRC2 inh,NOD2-RIPK2 inh,TLR9-MyD88 inh,COUP-TFII inh,TWEAK-Fn14 inh,NR5A2 inv ag,SRC1 inh
Cc1ccsc1C(=O)N(c1nc2ccccc2s1)c1c(C)cccc1C,-24,7,-10,12,18,-3,6,2,7,-1,-23
O=c1c2ccccc2c(C=NCc2ccccn2)c(O)n1-c1ccccc1Cl,-6,2,-9,15,19,8,5,21,-6,-2,24
CC(=O)c1ccc(OCC(=O)OC(C)C(=O)NC2CCCCC2C)cc1 (stereo not drawn),-3,-3,-3,-10,-32,3,-1,20,-4,5,-5
Cc1ccc(CN2CCCC(CO)(Cc3ccccc3C)C2)s1 (stereo not drawn),3,11,17,27,7,-11,-20,-12,3,-1,2
c1ccc(C(c2ccccc2)N2CCN(Cc3nnnn3C3CCCCC3)CC2)cc1,-7,-6,-7,9,-15,-9,-5,1,11,-2,-104
O=C(NC(c1ccc(Cl)cc1)c1ccsc1)C1CCN(Cc2cccc(C(F)(F)F)c2)CC1 (stereo not drawn),11,.,28,-7,11,11,.,3,4,6,-13
O=C1CS/C(=N/N=C\c2ccn[nH]2)N1,16,.,-2,2,17,-3,.,12,-15,-6,-8
COCCCNC(=O)c1ccc(CSCc2ccc(C)cc2)o1,-7,-4,0,7,8,-5,7,15,-4,-1,-12
COc1cccc(C2=NOC(C(=O)Nc3cccnc3Cl)C2)c1 (stereo not drawn),-6,1,8,2,-7,-8,6,6,-10,5,-22
C/C(=C\c1ccc(Br)cc1)C(=O)c1c(C)cc(C)[nH]c1=O,2,19,45,15,24,3,-11,14,52*,20,17
COc1cccc(C(=O)NCCN2CCOCC2)c1,4,2,-16,17,-23,-2,0,3,-4,7,-6
O=C(NNS(=O)(=O)c1ccc(F)cc1)c1cc2ccccc2cc1O,-24,3,3,4,11,2,7,4,27,-7,10
CC1CCN(S(=O)(=O)c2cn(CC(=O)N3CC(C)CC(C)C3)c(=O)c3ccccc23)CC1 (stereo not drawn),-11,7,-12,3,25,-8,7,6,3,6,-6
Cn1cc(S(=O)(=O)Nc2cccc3ccccc23)c(=O)n(C)c1=O,-5,-1,9,16,2,-7,-14,-2,14,-7,1
CCOC(=O)c1ccccc1NC(=O)Cc1ccc(S(=O)(=O)N2CCCC2)s1,-3,1,-3,-10,-8,-7,2,-4,0,16,1
Cc1cc(/C=C2/C(=O)N(C)C(=S)N2C)ccc1N1CCCC1,-1,-54,-41,-33,-13,1,2,-13,-36,-19,-25
O=C(c1ccc(CSc2nc3ccncc3[nH]2)cc1)N1CCCCC1,44,7,-35,-16,-24,-3,11,-8,-10,-42,-22
CCOC(=O)CN(C(=O)COc1nc(C)cc(C)c1C#N)c1ccc(Cl)cc1,-1,-6,3,33,-18,-3,-7,17,1,24,-2
COC(=O)[C@@]1(Cc2ccc(F)cc2)[C@H]2c3cc(C(=O)N4CCCC4)n(C[C@H](O)CO)c3C[C@H]2CN1C(=O)c1ccccc1,-4,.,-5,.,16,-4,.,4,-2,5,.
CCOC(=O)c1c(S(=O)(=O)NCC(=O)NCc2ccccc2Cl)c(C)n(C)c1C,-10,1,-1,8,-14,-3,-2,-1,5,8,-27
CC(=O)N1c2ccc(S(=O)(=O)N3CCCC(C(=O)Nc4cccc(Cl)c4)C3)cc2CC1C (stereo not drawn),21,10,18,25,4,-3,-2,15,41,10,13
COCCn1c(SCC(=O)Nc2ccc(S(=O)(=O)N3CCOCC3)cc2)nc2ccccc21,-11,-2,-7,11,-7,-1,2,-1,8,-3,-9
Cc1ccc(C)c(OCC(=O)NNC(=O)C2CCC2)c1,-3,-1,11,-6,22,-2,1,15,-1,-24,-5
O=C(O)c1cccc(NS(=O)(=O)c2ccc(Cl)c(C(=O)O)c2)c1,-9,-31,-1,15,-48,-8,-1,7,0,-16,-20
CC1(C)CC(=NOC(=O)c2ccccc2)CC(C)(C)N1O,5,-1,-1,3,-28,9,-8,-3,1,12,14
COc1ccc(NC(=O)C2CC(=O)n3ncnc3N2)cc1 (stereo not drawn),-6,-2,7,7,-4,-8,-6,4,-13,-10,-4
COC(=O)[C@H](Cc1ccccc1)NC(=O)N1CCN(c2ccc(F)cc2)CC1,22,12,-5,9,-4,0,3,5,5,-1,11
N#CCCN(Cc1cccnc1)C(=S)Nc1ccc(OC(F)F)cc1,-1,3,4,1,-4,-12,7,-6,2,6,-9
O=C(/C=C/c1ccc(F)cc1)Nc1cccc(S(=O)(=O)Nc2cccc(C(F)(F)F)c2)c1,18,10,27,13,-34,2,-6,-4,-12,-8,13
CN(Cc1ccccc1)S(=O)(=O)c1ccc2[nH]c(=O)oc2c1,-11,0,-21,-11,-11,8,-5,-3,-12,-7,3
Cn1cccc1-c1nc2ccccc2[nH]1,8,-13,-26,-31,-3,15,-4,-15,-23,-38,-35
CSc1nc2ccccc2c(=O)n1C1CCCCC1,9,-6,14,0,8,-2,-11,-5,-4,-3,7
Nc1cc(=O)[nH]c(SCC(=O)Nc2ccc(S(=O)(=O)N3CCOCC3)cc2)n1,7,2,2,14,14,4,0,-3,1,3,-5
O=C(COC(=O)c1cc(S(=O)(=O)N2CCOCC2)ccc1F)NCCc1ccc(F)cc1,-8,-5,9,19,8,1,-4,-11,-4,13,-16
Cc1cc2c(SCC(=O)Nc3ccccc3O)ncnc2s1,-1,-4,-5,0,12,3,3,11,5,12,-3
COc1ccc(C(C#N)N2N=C(C)CC2(C)C)cc1 (stereo not drawn),-6,-9,5,15,-14,-3,10,2,-1,-1,0
COc1ccc(N/C=C/C(=O)c2ccc(Oc3ncccn3)cc2)cc1,25,-40,-17,-27,-4,0,5,1,-21,-27,-26
N#Cc1ccc(-c2nc3ccc(Br)cn3c2Cc2ccccc2)cc1,15,3,-41,-17,-13,3,-2,-12,-20,-5,-19
Cn1cccc1P(=O)(c1cccn1C)c1cccn1C,8,-12,0,14,-4,-3,7,-2,0,2,3
O=C(NCc1ccco1)Nc1ccc2nsnc2c1,4,-7,-11,-40,4,-10,3,-13,24,-33,-29
Cc1ccc(C(=O)N/C(=C/c2ccc(Cl)cc2)C(=O)Nc2cccc(C(=O)O)c2)cc1,5,2,-4,9,6,-7,-2,13,-2,11,10
CCOC(=O)N1CCN(C(=O)COC(=O)COc2c(C)cc(C)cc2C)CC1,7,6,-7,27,-14,-6,6,16,-6,1,-4

# Another view of some results above.
# Values run as follows: TRAIL sens C8, EBV LMP1 NFkB, TROY signal inh, SRC3 inh, SRC2 inh, NOD2-RIPK2 inh, TLR9-MyD88 inh, COUP-TFII inh, TWEAK-Fn14 inh, NR5A2 inv ag, SRC1 inh
> N#CCCN(Cc1cccnc1)C(=S)Nc1ccc(OC(F)F)cc1
 : -1, 3, 4, 1, -4, -12, 7, -6, 2, 6, -9
> O=C(/C=C/c1ccc(F)cc1)Nc1cccc(S(=O)(=O)Nc2cccc(C(F)(F)F)c2)c1
 : 18, 10, 27, 13, -34, 2, -6, -4, -12, -8, 13
> CN(Cc1ccccc1)S(=O)(=O)c1ccc2[nH]c(=O)oc2c1
 : -11, 0, -21, -11, -11, 8, -5, -3, -12, -7, 3
> Cn1cccc1-c1nc2ccccc2[nH]1
 : 8, -13, -26, -31, -3, 15, -4, -15, -23, -38, -35
> CSc1nc2ccccc2c(=O)n1C1CCCCC1
 : 9, -6, 14, 0, 8, -2, -11, -5, -4, -3, 7
> Nc1cc(=O)[nH]c(SCC(=O)Nc2ccc(S(=O)(=O)N3CCOCC3)cc2)n1
 : 7, 2, 2, 14, 14, 4, 0, -3, 1, 3, -5
> O=C(COC(=O)c1cc(S(=O)(=O)N2CCOCC2)ccc1F)NCCc1ccc(F)cc1
 : -8, -5, 9, 19, 8, 1, -4, -11, -4, 13, -16
> Cc1cc2c(SCC(=O)Nc3ccccc3O)ncnc2s1
 : -1, -4, -5, 0, 12, 3, 3, 11, 5, 12, -3
> COc1ccc(C(C#N)N2N=C(C)CC2(C)C)cc1 (stereo not drawn)
 : -6, -9, 5, 15, -14, -3, 10, 2, -1, -1, 0
> COc1ccc(N/C=C/C(=O)c2ccc(Oc3ncccn3)cc2)cc1
 : 25, -40, -17, -27, -4, 0, 5, 1, -21, -27, -26
> N#Cc1ccc(-c2nc3ccc(Br)cn3c2Cc2ccccc2)cc1
 : 15, 3, -41, -17, -13, 3, -2, -12, -20, -5, -19
> Cn1cccc1P(=O)(c1cccn1C)c1cccn1C
 : 8, -12, 0, 14, -4, -3, 7, -2, 0, 2, 3

# Compound activity from PubChem BioAssay.

# The list is partial (hit frequency here may not be typical).
